ERp5 inh: inhibitors of ERp5-driven insulin aggregation, primary screen, biochemical, turbidity, absorbance 650 nm, single point; Protein disulfide-isomerase A6 (Homo sapiens), Q15084; 0.05% of 350,000 active; inhibition, % at 9.99 µM; AID 651711, 2012; 90 min;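 active = mean replicate inhibition above about 25%, with every replicate also reaching it, limit read from the data, passing the limit was not always enough; inconclusive = only one of those two criteria met; inactive = neither criterion met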
Target sequence (Q15084 whole entry, looked up): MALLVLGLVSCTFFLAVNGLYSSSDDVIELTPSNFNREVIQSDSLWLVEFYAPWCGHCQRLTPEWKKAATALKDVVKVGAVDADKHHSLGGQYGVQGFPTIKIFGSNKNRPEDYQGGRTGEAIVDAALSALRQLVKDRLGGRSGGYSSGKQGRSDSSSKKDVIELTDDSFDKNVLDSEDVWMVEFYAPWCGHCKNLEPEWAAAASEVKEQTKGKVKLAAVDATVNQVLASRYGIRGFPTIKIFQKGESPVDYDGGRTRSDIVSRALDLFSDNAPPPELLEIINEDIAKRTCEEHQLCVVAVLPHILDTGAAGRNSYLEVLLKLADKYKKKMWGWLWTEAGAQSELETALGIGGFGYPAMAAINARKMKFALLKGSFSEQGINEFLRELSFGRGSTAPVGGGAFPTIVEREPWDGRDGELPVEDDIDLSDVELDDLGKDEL
ERAP1 inh: human ERAP1 aminopeptidase inhibitors, primary screen, biochemical, single point, plate reader. Endoplasmic reticulum aminopeptidase 1 (Homo sapiens), Q9NZ08. recombinant ERAP1, Leu-AMC fluorescence, 60 min. inhibition, % at 10.7 µM. 0.15% of 340,000 active. AID 652197, 2013;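 active = mean replicate inhibition of at least 30%, or all replicates individually reaching that 30% level; inactive = mean below 30% and not every replicate reaching it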;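 also: 0% = neutral control wells and 100% = L-leucinethiol positive control wells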
DENV2 CPE rescue: inhibitors of DENV2 cytopathic effect, primary screen, cell-based, plate reader, single concentration; AID 651640, 2012; 1.7% of 350,000 active; DENV2-infected cells, cytopathic effect rescue; CPE inhibition, % at 9.99 µM; in the data active = CPE inhibition above about 20%, passing the limit was not always enough; inconclusive = no clear call, values can overlap the other calls; tested in BHK-21 cells;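 also: 0% = median of neutral control wells and 100% = median of positive control wells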
SIRT5 inh: SIRT5 desuccinylase inhibitors, primary screen, biochemical, fluorescence imaging, single point, set 5; NAD-dependent protein deacylase sirtuin-5, mitochondrial (Homo sapiens), Q9NXA8; Purified SirT5, succinyl-peptide AMC, trypsin-coupled fluorescence; inhibition, % at 15 µM; 1.1% of 330,000 active; AID 652115, 2013; in the data active = inhibition above about 15%; inconclusive = no clear call, values can overlap the other calls
Target sequence (Q9NXA8 whole entry, looked up): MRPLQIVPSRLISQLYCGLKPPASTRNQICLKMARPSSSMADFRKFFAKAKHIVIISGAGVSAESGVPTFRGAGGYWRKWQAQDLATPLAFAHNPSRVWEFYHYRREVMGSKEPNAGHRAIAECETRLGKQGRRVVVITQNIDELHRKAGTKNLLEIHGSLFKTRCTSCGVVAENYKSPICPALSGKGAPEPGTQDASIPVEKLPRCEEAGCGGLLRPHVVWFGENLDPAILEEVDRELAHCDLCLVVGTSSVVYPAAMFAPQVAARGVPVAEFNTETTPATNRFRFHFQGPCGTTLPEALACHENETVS
miR-122 sensor: miR-122 Renilla sensor signal increase in Huh7, primary screen, miR-122 inhibitor project, cell-based, single point, plate reader; Huh7 miR-122 Renilla luciferase sensor, 48 h; neutral wells = 0, positive control = 100; activation (reporter increase), % at 12.5 µM; 0.3% of 340,000 active; AID 602342, 2012;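 active = mean replicate activation score at least 90 and every replicate individually at or above 90; inconclusive = only one of the two criteria met; inactive = neither criterion met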;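 also: higher luciferase means less miR-122 activity so hits act as miR-122 inhibitors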
CASP6 VEID inh: human caspase-6 inhibitors, primary screen, biochemical, VEID-R110 fluorescence, single point, set 2. inhibition, % at 12.5 µM. AID 686996, 2013. purified caspase-6, Z-VEID-R110 cleavage fluorescence. P55212. 0.53% of 350,000 active;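 active = mean inhibition across replicates at least about 35%, with every replicate also reaching that limit, limit read from the data; inconclusive = only one of the two criteria met; inactive = neither criterion met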;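 also: 0% = median of neutral control wells and 100% = no fluorescence left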
Target sequence (P55212 24-179 limits assumed): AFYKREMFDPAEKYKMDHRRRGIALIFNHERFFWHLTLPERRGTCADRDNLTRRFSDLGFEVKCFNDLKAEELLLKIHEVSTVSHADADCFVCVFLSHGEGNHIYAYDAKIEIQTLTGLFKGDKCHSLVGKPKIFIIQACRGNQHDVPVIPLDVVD
Target sequence (P55212 194-293 limits assumed): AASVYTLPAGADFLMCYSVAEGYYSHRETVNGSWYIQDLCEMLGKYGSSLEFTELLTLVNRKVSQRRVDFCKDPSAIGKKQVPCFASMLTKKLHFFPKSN
F508del corr: F508del CFTR correction, initial screen, CFBE line, single point; CFBE cells, YFP halide quenching; stimulated with forskolin plus potentiator P3; % fluorescence drop versus neutral controls; 0.36% of 350,000 active; AID 720511, 2013; activity (quench increase), % at 7.58 µM;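 active = mean added fluorescence quench of at least 8% versus neutral control, with both replicates also reaching 8%; inconclusive = only one of the mean or replicate conditions met; inactive = mean below 8% and not both replicates reaching 8%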;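 also: cells transiently co-express mutant CFTR-F508del with the halide-sensitive YFP; corrector assay measuring rescue of mutant channel to the surface after 24 h compound exposure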
The depositor's hits bear a star; ? = inconclusive; . = no result given; & = joins results of further samples; [ ] = remark or other dose.

SMILES | ERp5 inh | ERAP1 inh | DENV2 CPE rescue | SIRT5 inh | miR-122 sensor | CASP6 VEID inh | F508del corr
COc1ccc2c3c(n(C)c2c1)[C@@H](CO)N(CC1CC1)CC31CCN(S(=O)(=O)c2cn(C)cn2)CC1 | 2 | 6 | 0 | 6 | . | -4 | 0.4
CC(=O)Nc1ccc(NC(=S)NC(=O)c2ccc(-c3ccccc3)cc2)cc1 | 4 | . | 2 | -2 | -6 | 1 | 0.2
CSc1cccc(CNC(=O)C2CCC(=O)N(CCc3ccccn3)C2)c1 (configuration not stated) | 3 | -2 | -1 | -1 | -4 | 2 | 1.0
Cc1noc(C)c1S(=O)(=O)N(C)C[C@H]1OCc2ccccc2-c2c(n(C)c3ccccc23)C(=O)N([C@@H](C)CO)C[C@@H]1C | 2 | 1 | -3 | -1 | . | 1 | -1.5
CCOc1ccc(CNCc2ccc(C(=O)O)cc2)cc1OC | -4 | -10 | -6 | -4 | . | . | -3.2
CCOP(=O)(CC(C(C)=O)C(O)c1ccccc1)OCC (configuration not stated) | -2 | 1 | 3 | -1 | . | 2 | 0.4
C[C@@H]1CN([C@H](C)CO)C(=O)c2cc(NS(=O)(=O)c3cccs3)ccc2O[C@@H](C)CCCCO[C@@H]1CN(C)S(=O)(=O)c1ccc(Cl)cc1 | 1 | -1 | 23* | 13 | -7[16.7 µM] | 1 | -1.6
O=C(C[C@H]1CC[C@H](NC(=O)NC2CCCCC2)[C@H](CO)O1)NCc1ccccc1 | -1 | 2 | -4 | -1 | . | 2 | -0.5
CS(=O)(=O)c1[nH]nc(-c2cccc(Cl)c2)c1C#N | 5 | 2 | 6 | -1 | -6 | -4 | -1.1
COc1ccc(-c2cc(C(=O)Nc3ccccc3O)c3ccccc3n2)cc1 | -3 | 5 | -2 | -4 | -3 | -1 | -1.0

Some of these compounds in order of their number in miR-122 sensor, descending.
SMILES | miR-122 sensor
COc1ccc(-c2cc(C(=O)Nc3ccccc3O)c3ccccc3n2)cc1 | -3
CSc1cccc(CNC(=O)C2CCC(=O)N(CCc3ccccn3)C2)c1 (configuration not stated) | -4
CS(=O)(=O)c1[nH]nc(-c2cccc(Cl)c2)c1C#N | -6

Next results follow.
SMILES | ERp5 inh | ERAP1 inh | DENV2 CPE rescue | SIRT5 inh | miR-122 sensor | CASP6 VEID inh | F508del corr
O=C1CC(NCCc2ccccc2)C(=O)N1CCc1ccccc1 (configuration not stated) | -6 | . | 4 | -3 | -2 | -4 | -3.1
COc1ccc(NC(=O)Nc2ccc3c(c2)C(=O)N([C@@H](C)CO)C[C@H](C)[C@@H](CN(C)S(=O)(=O)c2cn(C)cn2)OCCCC[C@H](C)O3)cc1 | . | . | 8 | . | 8[16.7 µM] | . | -3.0
CC(=O)Nc1ccc(NC(=O)CSc2nnc3ccc(-c4ccccn4)nn23)cc1 | -20 | -2 | -8 | -1 | . | 1 | 0.7
COc1ccccc1OCC(=O)Nc1ccccc1C(=O)N1CCCC1 | 1 | 0 | 2 | . | 1 | -1 | 1.6
COc1ccccc1CNC(=S)NCCc1ccccc1 | 5 | -3 | -2 | -1 | 13 | -3 | .
O=C(C[C@@H]1CC[C@H]2[C@@H](COC[C@H](O)CN2C(=O)Nc2ccc(Cl)cc2)O1)NCc1ccncn1 | -1 | -1 | 3 | -1 | -1[16.7 µM] | -1 | 0.8
COCC(=O)Nc1ccc2c(c1)C(=O)N(C)C[C@H](OC)[C@@H](C)CN(Cc1ccccc1)[C@H](C)CO2 | -11 | 0 | -16 | 6 | 8[16.7 µM] | -2 | -3.9
CCC(C)NCCCCOc1ccc(Br)cc1 (configuration not stated) | -4 | 0 | 9 | -7 | . | -4 | .
COc1ccc(Cl)cc1C1=NOC2(CCC2)C(=O)N1Cc1cccc(C#N)c1 | 5 | . | -5 | . | . | -1 | 0.6
CCn1c(SCC(=O)NCCc2ccccc2)nc2c([nH]c3ccccc32)c1=O | 0 | -2 | 0 | 0 | -4 | -2 | -0.9
CC[C@H](C)[C@H](NC(N)=O)C(=O)OCC(=O)NCc1ccc(Cl)cc1 | 0 | 2 | . | -6 | . | -1 | -0.6
CC(C)C(=O)Nc1ccc2c(c1)C(=O)N(C)[C@H]1CC[C@@H](CC(=O)NCc3ccccc3F)O[C@@H]1CO2 | . | . | -4 | . | -10[16.7 µM] | . | 0.4
Cc1[nH]c2ccccc2c1C(=O)C(C)OC(=O)c1ccc(NC(=O)CC#N)cc1 (configuration not stated) | 1 | 0 | -3 | -2 | . | -1 | 1.8
COCCNC(=O)C1(C)CCCN(C(=O)c2ccc(OC)cc2OC)C1 (configuration not stated) | -8 | 0 | -6 | . | -5 | 2 | 0.6
CN(C)S(=O)(=O)n1cc(/C=C(\NC(=O)c2ccccc2F)C(=O)NCCCN2CCOCC2)c2ccccc21 | 2 | 3 | 6 | -7 | -4 | -3 | 2.3
CCOc1ccc(CN2CCN(Cc3c[nH]c4ccccc34)CC2)cc1 | 0 | -3 | -3 | -3 | -2 | -4 | -0.5
C[C@@H]1CN([C@@H](C)CO)C(=O)Cc2cc(NC(=O)CCN3CCOCC3)ccc2O[C@@H]1CN(C)Cc1ccc(C(=O)Nc2ccccc2N)cc1 | -6 | 2 | -2 | 3 | . | -4 | -6.5
CCCC#Cc1ccc2c(c1)O[C@@H](CN(C)C)[C@H](C)CN([C@@H](C)CO)S2(=O)=O | -4 | -4 | 11 | -2 | -5[16.7 µM] | -1 | 0.4
COC(=O)c1ccc(NC(=O)COc2ccc(N(C)S(=O)(=O)c3ccc(C)cc3)cc2)cc1 | 0 | 1 | 5 | -4 | -4 | 0 | -0.2
NC(=S)N/N=C\c1c(OCc2ccccc2Cl)ccc2ccccc12 | 2 | 1 | -17 | -2 | -14 | -4 | 0.7
CC(C)NC(=O)Nc1nnc([C@@H]2C[C@H](O)[C@@H](CO)O2)s1 | 1 | -2 | -14 | . | . | -2 | -1.1
CCOC(=O)Cn1c(=O)c(-c2ccccc2N)nc2ccccc21 | 2 | . | 6 | . | 4 | 1 | 1.1
N#C[C@H]1[C@@H](c2ccc(C#Cc3cccc(F)c3)cc2)[C@H](CO)N1C(=O)C1CCC1 | 0 | 2 | -1 | 2 | . | -2 | 3.9
COC(=O)C[C@@H]1CC[C@@H]2[C@H](COC[C@@H](O)CN2S(=O)(=O)c2cn(C)cn2)O1 | . | . | 18 | . | 1[16.7 µM] | . | -2.0
CN1CCN(C(=O)CN(c2cccc(Br)c2)S(=O)(=O)c2ccccc2)CC1 | 1 | 5 | 11 | -7 | . | -2 | -0.1
CCc1ccc(S(=O)(=O)N2CC(=O)Nc3ccccc32)cc1 | -2 | -1 | -9 | 0 | -4 | -3 | 1.5
Cc1cccc(NC(=O)Nc2ccc3c(c2)C(=O)N(C)[C@@H]2CC[C@H](CC(=O)O)O[C@H]2CO3)c1 | 11 | -6 | -2 | 2 | -11[16.7 µM] | 7 | 0.8
O=C(O)CC/C(=N/NC(=O)CNC(=O)c1ccc2c(c1)OCCO2)c1ccccc1 | 0 | 6 | 7 | -9 | -2 | -1 | 1.5
CC(C)c1ccc(CC(=O)N2CCC2(C)C(=O)Nc2ccccc2)cc1 (configuration not stated) | -2 | -2 | ? | -8 | -6 | -1 | -0.9
CCOc1ccc(NC(=O)Cn2c(=O)n(CCCC(=O)NC3CCN(Cc4ccccc4)CC3)c(=O)c3ccccc32)cc1 | 5 | 2 | 0 | -3 | 2 | -1 | -2.1
CCc1ccccc1NC(=O)C1CCN(S(=O)(=O)c2ccc(N3CCCC3=O)cc2)CC1 | 5 | -4 | 8 | 1 | 3 | -2 | 0.1
CCCC(=O)Nc1ccc2c(c1)C(=O)N(C)C[C@H](OC)[C@@H](C)CN(Cc1cncnc1)[C@@H](C)CO2 | 6 | 3 | -9 | -1 | . | -1 | -0.4
C[C@H](CO)N1C[C@H](C)[C@H](CN(C)Cc2ccc3c(c2)OCO3)Oc2cc(-c3cccc(C(=O)N(C)C)c3)ccc2S1(=O)=O | 0 | 1 | -3 | 5 | -2[16.7 µM] | -1 | 2.8
O=C1CC(N2CCC(c3nc4ccccc4o3)CC2)C(=O)N1c1ccc(F)cc1 (configuration not stated) | 0 | 0 | 1 | -2 | . | 3 | 1.3
CN1CCN(C(=O)C[C@H]2C[C@@H]3c4cc(NC(=O)Nc5ccc(F)cc5)ccc4O[C@@H]3[C@@H](CO)O2)CC1 | -6 | 3 | 3 | -1 | 4[16.7 µM] | 2 | 3.1
CCOc1ccc(/C=N/n2c(COc3ccccc3)n[nH]c2=S)cc1OC | -5 | 0 | 3 | -6 | -4 | 1 | -1.2
CSc1ccc(Cl)c(C(=O)OCC(=O)Nc2ccccc2OC(F)F)c1 | -1 | -4 | 3 | . | 0 | 2 | -3.3
CCOc1ccccc1N(CC(=O)Nc1ccc(S(=O)(=O)N2CCCC2)cc1)S(C)(=O)=O | 11 | 0 | -13 | 0 | . | -1 | 0.6
O=C(C[C@H]1CC[C@@H](NS(=O)(=O)c2ccc(F)cc2)[C@@H](CO)O1)NCc1ccccc1F | -2 | 2 | -1 | 6 | . | 2 | 0.3
O=C(C=CC(=O)OC1CCCCC1)OC1CCCCC1 | -3 | 4 | ? | . | -7 | 3 | 0.4
O=C(CSCC(=O)N1CCCCC1)Nc1nc(-c2cccs2)cs1 | 4 | 6 | 10 | 0 | -4 | -1 | 3.0
C[C@]12C(=O)N(c3cccc(Cl)c3)C(=O)N1[C@@H]1c3ccccc3OC[C@@H]1[C@H]2c1ccccc1 | 8 | 1 | -18 | . | -9 | -1 | 2.5
C[C@H](CO)N1C[C@H](C)[C@@H](CN(C)C(=O)Nc2ccc3c(c2)OCO3)OCCCC[C@H](C)Oc2ccc(NC(=O)Cc3ccccc3)cc2C1=O | . | . | -13 | . | 5[16.7 µM] | . | 0.4
O=C(Nc1nccs1)c1nc[nH]c1C(=O)N1CCc2ccccc2C1 | -6 | 2 | 1 | 1 | . | 0 | -3.3
Cc1cccc(C(=O)OC(C)C(=O)Nc2ccc(S(=O)(=O)Nc3ncccn3)cc2)c1C (configuration not stated) | -2 | 3 | 1 | -7 | . | 11 | -3.9
CCOC(=O)c1ccccc1NC(=O)CSc1nc2c(sc(=S)n2CC)c(=O)[nH]1 | -2 | -1 | -7 | 3 | -7 | 5 | -2.6
Cc1ccccc1S(=O)(=O)NCC[C@@H]1CC[C@@H](NC(=O)C2CCCC2)[C@@H](CO)O1 | -2&-1 | 3 | 8&-5 | 6&-1 | 18[16.7 µM] | -1&1 | -1.8&1.1
CCN1CCN(c2nc(Nc3cccc(OC)c3)nc(N)c2[N+](=O)[O-])CC1 | 3 | 2 | 11 | 4 | 0 | -1 | -0.1
O=C(c1ccc2c(c1)OCO2)N1CCCCN2[C@H](CO)[C@H](c3ccc(-c4ccccc4)cc3)[C@H]2C1 | -1 | 1 | 1 | 1 | -7[16.7 µM] | -1 | -1.8
COc1ccccc1NC(=O)N[C@H]1CC[C@H](CCNC(=O)Cc2ccccn2)O[C@@H]1CO | 6 | 2 | 2 | 4 | . | -1 | 0.7
COc1ccc(C(=O)N2CCCC(C(=O)c3ccccc3OC)C2)cc1OC (configuration not stated) | -8 | -2 | -2 | 2 | 11 | 2 | 2.9
O=C(NCc1ccccn1)c1cc(S(=O)(=O)N2CCCCC2)ccc1Cl | 5 | -3 | 2 | -3 | . | -3 | -0.4
Cc1cccc(NS(=O)(=O)c2cc(C(=O)N3CCCC3)ccc2Cl)c1 | 4 | 1 | 7 | -10 | . | 33 | .

Bioassay records (PubChem BioAssay)
